CHT allo act = CHT positive allosteric modulators, primary screen, cell-based, membrane potential dye, choline EC20; AID 488977, 2010; CHT-expressing cells; hits give high values; LV-AA mutant CHT in HEK293 cells; 0.49% of 310,000 active; B-score at 10 µM;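 active means initial fluorescence not abnormally high and integrated response B-score, plate-corrected, over 3 SD above library mean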
Target sequence (Q9GZV3 whole entry, looked up): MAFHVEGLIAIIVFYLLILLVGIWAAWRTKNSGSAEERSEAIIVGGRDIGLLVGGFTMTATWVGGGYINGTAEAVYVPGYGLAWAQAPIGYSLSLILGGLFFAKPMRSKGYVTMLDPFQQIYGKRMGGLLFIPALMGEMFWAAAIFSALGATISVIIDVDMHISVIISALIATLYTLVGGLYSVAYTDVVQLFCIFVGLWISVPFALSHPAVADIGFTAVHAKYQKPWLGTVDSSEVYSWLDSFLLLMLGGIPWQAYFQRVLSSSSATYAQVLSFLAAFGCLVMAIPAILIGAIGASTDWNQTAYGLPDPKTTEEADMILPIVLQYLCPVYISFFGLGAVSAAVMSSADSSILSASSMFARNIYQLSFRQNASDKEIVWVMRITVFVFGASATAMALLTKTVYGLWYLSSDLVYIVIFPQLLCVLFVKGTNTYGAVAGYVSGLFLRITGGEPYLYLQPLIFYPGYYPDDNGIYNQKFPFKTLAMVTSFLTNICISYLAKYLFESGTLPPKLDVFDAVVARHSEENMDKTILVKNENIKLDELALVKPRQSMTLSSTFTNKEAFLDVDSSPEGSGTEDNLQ
OX1R antag = OX1R (HCRTR1) antagonists, primary screen, fluorescence, CHO/OX1R cells, Fluo-8 calcium, orexin A; Fluo-8 calcium fluorescence; 0.43% of 330,000 active; Orexin/Hypocretin receptor type 1 (Homo sapiens), O43613; inhibition, % at 5 µM; AID 434989, 2010;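 active means inhibition above its plate's threshold, mean inhibition of all tested compounds on the plate plus 3 SD, cut at about 37% in these data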;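 further: 0% = orexin A challenge wells and 100% = SB-334867-A antagonist wells; not every result past the cut was called active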
Target sequence (O43613 whole entry, looked up): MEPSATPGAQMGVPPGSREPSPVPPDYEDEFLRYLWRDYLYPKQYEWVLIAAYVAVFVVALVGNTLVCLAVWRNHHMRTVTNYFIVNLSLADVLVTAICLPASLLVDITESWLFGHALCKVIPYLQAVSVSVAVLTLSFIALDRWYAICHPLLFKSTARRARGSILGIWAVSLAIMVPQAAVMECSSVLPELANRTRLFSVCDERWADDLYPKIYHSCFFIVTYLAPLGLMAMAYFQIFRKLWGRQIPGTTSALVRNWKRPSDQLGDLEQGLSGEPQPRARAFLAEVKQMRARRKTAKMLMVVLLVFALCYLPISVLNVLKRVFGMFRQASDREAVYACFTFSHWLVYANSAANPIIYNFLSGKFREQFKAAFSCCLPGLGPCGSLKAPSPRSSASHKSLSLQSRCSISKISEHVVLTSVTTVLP
Numbers without * were called inactive; i = inactive; nt = not tested or not shown. Random draw from the library; any-hit rate near 0.83%.

The first five records (preview)
SMILES | CHT allo act | OX1R antag
COc1ccc(S(=O)(=O)N2CCN(c3ccccc3)CC2)cc1 | i | -32
CCc1ccc2nc(N(CCCN(C)C)C(=O)c3ccc(S(=O)(=O)N4CCCC4)cc3)sc2c1 | i | -29
Cc1cccc(C)c1Oc1nc(-c2ccccc2)ncc1S(=O)(=O)c1ccccc1 | i | -15
CS(=O)(=O)Nc1ccc(C(=O)CC(=O)Nc2ccc([N+](=O)[O-])cc2)cc1 | i | 10
CCO[C@H]1OC(C(=O)N2CCN(Cc3ccc4c(c3)OCO4)CC2)=C[C@@H](C2CCCCC2)[C@@H]1CCCO | i | -31

All compounds of this part, repeating the preview:
SMILES | CHT allo act | OX1R antag
COc1ccc(S(=O)(=O)N2CCN(c3ccccc3)CC2)cc1 | i | -32
CCc1ccc2nc(N(CCCN(C)C)C(=O)c3ccc(S(=O)(=O)N4CCCC4)cc3)sc2c1 | i | -29
Cc1cccc(C)c1Oc1nc(-c2ccccc2)ncc1S(=O)(=O)c1ccccc1 | i | -15
CS(=O)(=O)Nc1ccc(C(=O)CC(=O)Nc2ccc([N+](=O)[O-])cc2)cc1 | i | 10
CCO[C@H]1OC(C(=O)N2CCN(Cc3ccc4c(c3)OCO4)CC2)=C[C@@H](C2CCCCC2)[C@@H]1CCCO | i | -31
O=C(Nc1ccc(Cl)cc1F)c1ccc(-n2cncn2)cc1 | nt | 8
COc1cc(N=C(N)N=C(N)N)cc(OC)c1 | i | -10
COc1ccc2nc(NC(=O)CSc3nnc(-c4ccoc4C)n3C)sc2c1 | i | -11
Cc1cc(C(=O)CN2C(=O)NC(C)(c3cccc(Br)c3)C2=O)c(C)n1Cc1ccco1 (configuration not stated) | i | -4
COc1ccccc1NC(=O)NCc1ccccc1F | i | -15
CNC(=O)c1cc2cc(OC)ccc2n1CCN(Cc1ccccc1)Cc1ccccc1 | i | -17
COC(=O)c1cccc(COC(=O)CNC(=O)c2ccco2)c1 | i | -11
CCNC(=O)c1oc2c(c1C)C(=O)CC(C)(C)C2 | i | 0
COc1ccc(C(=O)NCCCCCC(=O)N/N=C/c2ccco2)cc1OC | i | -3
O=C(c1ccc(F)cc1)N1C2CCC1CC(O)(c1ccccc1F)C2 (configuration not stated) | i | -22
Cc1ccc(NC(=O)C2C3C=CC4(CN(Cc5cccnc5)C(=O)C24)O3)cc1 (configuration not stated) | i | -9
CCC(=O)N1c2ccc(S(=O)(=O)N3CCN(C)CC3)cc2CC1C (configuration not stated) | i | -12
CCCNC(=O)c1cc(SC)ccc1Cl | i | 0
CCOC(=O)/C(C#N)=C/Nc1ccsc1C(=O)OC | i | 2
Cn1c(=O)c2c(nc(SCC(=O)c3ccccc3F)n2C)n(C)c1=O | i | -1
Cc1ccc(C)c(OCCn2cc(/C=C(\C#N)C(=O)NCC3CCCO3)c3ccccc32)c1 (configuration not stated) | i | -26
CC(=O)N1C(=O)C(=C2C=C(C)OC(C)=C2)c2ccccc21 | i | -8
CC1(C)CC(NCCC(c2ccccc2)c2ccco2)CCO1 (configuration not stated) | i | -20
Cc1ccc2nc3c(cc(C(=O)NC4CCCCC4)c(=N)n3C3CCCCC3)c(=O)n2c1 | i | -12
CSc1nnc(-c2cc[n+](C)cc2)n1CCO | i | 5
CNC(=O)N1CCC(C(=O)c2c(C)c(C)c(C)c(C)c2C)CC1 | i | -13
COc1cccc(NC(=S)Nc2cccc3ccccc23)c1 | i | -9
CCN(CC)S(=O)(=O)c1ccc(N2CCCC2)c(NC(=O)CC(C)(C)C)c1 | i | -29
C=CCNC(=O)CN1CCC(O)(c2ccccc2)CC1 | i | -7
COc1cc(/C=N/Nc2nc3ccccc3o2)cc(OC)c1O | i | -9
COc1ccc(NC2CCCN(C(=O)CCC(=O)c3ccc(F)cc3)C2)cc1 (configuration not stated) | i | -18
CCSCCOC(=O)C1=C(C)N(C)C(=O)NC1c1cc(OC)ccc1OC (configuration not stated) | i | -10
Cc1ccc(NC(=S)NCc2ccc3[nH]c4c(c3c2)CCCC4)cc1 | i | -11
COc1ccc(NC(=O)CCSc2ccc(F)cc2)cc1 | i | -16
COc1ccc(CCN2C(=O)C(O)=C(C(=O)c3ccco3)C2c2cccs2)cc1OC (configuration not stated) | i | -9
COc1ccc(NC(=O)Nc2ccc(C(=O)N3CCOCC3)cc2)c(OC)c1 | i | 11
O=C(Nc1ccccc1F)c1cc(C(=O)Nc2ccccc2F)cc([N+](=O)[O-])c1 | i | -20
COC(=O)C(CCSC)NS(=O)(=O)c1ccc(Cl)cc1 (configuration not stated) | i | -5
CC(C)C(=O)Nc1ccc(C(=O)NN2C(=O)c3ccccc3C2=O)cc1 | i | 1
Cc1ccc(/C=C/C(=O)Nc2cc(S(=O)(=O)N3CCCCCC3)ccc2OCC(F)(F)F)o1 | i | 0
Cn1nc([N+](=O)[O-])c2c(-c3nc4ccccc4s3)c(N)n(C3CCCCC3)c2c1=O | i | -8
Cc1csc2ncc(C(=O)NCc3ccccn3)c(=O)n12 | i | -18
CCOC(=O)C1CCCN(C(=O)CCNC(=O)Cn2ccc3ccccc3c2=O)C1 (configuration not stated) | i | -12
Cc1ccccc1C(=O)NCC(=O)O | i | -2
COC(=O)c1oc(-c2ccccc2)nc1C | i | -8
Cn1c(CSc2nc3ccccc3s2)nc2ccccc21 | i | -13
CC1(C)Cc2c(oc3ncn4ncnc4c23)CO1 | i | -8
COC(=O)c1ccc2c(c1)SC1=C(CCCC1=O)N2 | i | -8
Cc1ccccc1C(=O)c1cccn1CC(=O)NCCCN1CCc2ccccc2C1 | i | -21
CC(C)N(C(=O)COC(=O)[C@@H]1CC(O)CN1S(=O)(=O)c1ccc(C(C)(C)C)cc1)C(C)C (some centres not stated) | 7.1* | -16
CCCC(=O)Nc1ccccc1N1CCN(C(=O)c2ccccc2)CC1 | i | -20
CCOC(=O)c1c(NC(=O)Nc2ccc(F)cc2)sc2c1CCN(C)C2 | i | -18
On1c(-c2ccc(Cl)cc2Cl)nc2ncccc21 | i | -6
O=C1CCc2cc(S(=O)(=O)N3CCN(c4cccc(Cl)c4)CC3)ccc2N1 | i | -3
CC(=O)Nc1ccc(NS(=O)(=O)c2cccc3ccccc23)cc1 | i | -7
O=C(NCCN1CCOCC1)C(Sc1ccccc1)c1ccccc1 (configuration not stated) | i | -23
CC1(NC(=O)C23CC4CC(CC(C4)C2)C3)CCS(=O)(=O)C1 (configuration not stated) | i | -9
CC(C)CNS(=O)(=O)c1ccc(CCC(=O)N2CCOCC2)cc1 | i | -22
CCOC(=O)c1nn(-c2ccccc2)c2nnc(Cc3ccc(Cl)cc3)c(=O)n12 | i | -28
Cc1nnc(NC(=O)CSc2nc3[nH]ncc3c(=O)[nH]2)s1 | i | -9
New compounds follow
SMILES | CHT allo act | OX1R antag
CC(OC(=O)CCc1nc2ccccc2c(=O)[nH]1)C(=O)c1ccc(C(C)(C)C)cc1 (configuration not stated) | i | 35
CCn1nnnc1SCC(=O)Nc1ccc(N(C)C)cc1 | i | -13
O=C(COC(=O)c1ccco1)Nc1ccc2[nH]c(=O)[nH]c2c1 | nt | -12
O=C(COC(=O)c1ccc(S(=O)(=O)N2CCCC2)cc1)NCc1cccs1 | i | -17
O=C1CC(c2ccco2)Cc2nc(N3CCc4ccccc4C3)ncc21 (configuration not stated) | i | -21
CC1(C)CC(=O)C2=C(C1)NC(SCC(N)=O)=C(C#N)C21CCCCC1 | i | -24
O=[N+]([O-])c1ccc(S(=O)(=O)Nc2ccncc2)cc1 | i | -1
O=C1CCN(Cc2ccccc2)C=C1c1ccc(C(F)(F)F)cc1 | nt | -7
CC(C)(C)C1CCC(N2CCN(c3ccccc3)CC2)CC1 (configuration not stated) | i | -29
CCOC(=O)Cc1ncccc1C(=O)Nc1ccc(Oc2ccccc2)cc1 | i | -29
COc1ccc(CN(C)C(=O)c2ccc3ccccc3n2)cc1F | i | 1
O=C(N/N=C/c1cccs1)c1ccc(-n2cccc2)cc1 | i | -16
Cc1ccc(NS(=O)(=O)c2cc3c4c(c2)CC(=O)N4CCC3)cc1C | i | 9
CCCn1c(=O)c2ccccc2n2c(SCCOc3ccccc3F)nnc12 | i | -29
O=C(NC1CCCN(Cc2ccccc2F)C1)C1CCC1 (configuration not stated) | i | -3
CN1CCC(NC(=O)NC2CCCCC2)CC1 | i | -6
COC(=O)c1sccc1NC(=S)N1CC(C)CC(C)C1 (configuration not stated) | i | -11
O=C(O)COc1ccccc1/C=N/n1c(C2CCCCC2)n[nH]c1=S | i | nt
Cc1cc(/C=C2\NC(=O)NC2=O)c(C)n1-c1cccnc1 | i | -2
N=C1C(c2nc3ccccc3s2)=C(O)CN1NC(=O)c1ccco1 | i | -10

6 entries picked at random from those above, as already listed:
SMILES | CHT allo act | OX1R antag
O=C(O)COc1ccccc1/C=N/n1c(C2CCCCC2)n[nH]c1=S | i | nt
O=[N+]([O-])c1ccc(S(=O)(=O)Nc2ccncc2)cc1 | i | -1
COc1ccc(CN(C)C(=O)c2ccc3ccccc3n2)cc1F | i | 1
CCn1nnnc1SCC(=O)Nc1ccc(N(C)C)cc1 | i | -13
CCOC(=O)Cc1ncccc1C(=O)Nc1ccc(Oc2ccccc2)cc1 | i | -29
N=C1C(c2nc3ccccc3s2)=C(O)CN1NC(=O)c1ccco1 | i | -10

The list continues.
SMILES | CHT allo act | OX1R antag
CCCC(=O)Nc1cc(OC)c(OC)cc1C(=O)O | i | -11
Cc1ccc(-c2nn(CC(=O)O)c(=O)c3ccccc23)cc1 | i | -4
Cc1ccc(-n2c(CSc3nc(C)cc(C)n3)nnc2SCC(=O)Nc2nccs2)cc1 | i | -13
Cn1c(=O)c(=O)n(C)c2cc(S(=O)(=O)CCC(=O)NCc3ccccc3)ccc21 | i | -5
CCn1c(SCC(=O)Nc2cc(C)on2)nc2c([nH]c3ccccc32)c1=O | i | -20
CN(C)C(=O)CSCc1c(Cl)cccc1Cl | i | -14
O=C(O)c1cc(NS(=O)(=O)c2cccc3ccccc23)ccc1O | i | -7
COC(=O)c1cc(=O)n2c(-c3ccccc3)csc2n1 | i | -20
CSCC[C@H](NC(=O)c1cccc(S(=O)(=O)N2CCCCC2)c1)c1nc2ccccc2[nH]1 | nt | -21
CCC(=O)N1CCc2cc(S(=O)(=O)CCC(=O)Nc3ccc(OC)c(OC)c3)ccc21 | i | 0
CN1C(C(=O)NCc2cccc(C(F)(F)F)c2)CC2Cn3c(nc4cc5ccccc5cc43)C21 (configuration not stated) | i | -12
O=C(CNC(=O)Cc1ccccc1)NCc1cccs1 | nt | 0
Cc1cccc(OCCCC(=O)Nc2nccs2)c1C | i | -21
Cc1cccc(NC(=O)c2c(O)c3ccccc3n(C)c2=O)c1 | i | -17
Cc1cc(C2CCCCC2)n(O)c(=O)c1 | i | 10
COc1cc(CNCCNCC(C)O)ccc1OCc1ccc(Cl)nc1 (configuration not stated) | i | -24
Cc1cccc(N(CC(N)=O)C2SC(=O)N(c3ccccc3)C2=O)c1 (configuration not stated) | i | 2
COc1ccc(CC(=O)Nc2cc3oc4ccccc4c3cc2OC)cc1 | i | -17
COc1ccc(OC)c(NC(=O)COc2ccc(S(=O)(=O)N3CCCC3)cc2)c1 | i | -19
CCOC(=O)C(=O)Nc1ccc(OC)c(Cl)c1 | i | 4
O=C(COc1ccc(F)cc1Cl)NC1CCCCCC1 | nt | -21
CCC(=O)c1ccc(OCC(=O)O)c(OC)c1 | i | 6
CCC(=O)Nc1ccc(Cl)c(NC(=O)c2cccnc2)c1 | i | -8
Cc1ccccc1NC(=O)c1cccc(OCc2c(C)noc2C)c1 | i | -11
COc1cc(NC(=O)NC(C)(C(F)(F)F)C(F)(F)F)cc(OC)c1OC | i | -19
Cc1nc(NC(=O)c2cncc(Br)c2)ccc1Br | i | -19
COC(CNC(=O)c1ccc(CS(=O)(=O)c2ccccc2)o1)OC | i | -7
Cc1ccc(-n2c(SCC(=O)Nc3ccc4c5c(cccc35)CC4)nc(O)c(C)c2=O)cc1 | i | -12
COc1ccc(-n2nc(C(=O)NCC(=O)N(C)Cc3ccccc3)c3ccccc3c2=O)cc1OC | i | -27
CC(C)c1ccc(OC(=O)NCCO)cc1 | i | -7
Cc1cc(C(=O)NC2CCCCC2)c2cc(F)ccc2n1 | i | -14
CCOC1OC(=O)C(Cl)=C1Nc1ccccc1C (configuration not stated) | i | -7
CC(Sc1cccc[n+]1[O-])C(=O)Nc1cc(Cl)c(Cl)cc1Cl (configuration not stated) | nt | -6
Cc1ccccc1-n1c(=O)c2ccccc2n2nnnc12 | i | -12
Cc1cccc(C)c1NC(=O)CN(C)C(=O)C1=COCCO1 | nt | -5
COc1ccc(C2C3=C(NCCN=C3c3ccccc3)C(=O)N2c2ccccc2)c(OC)c1 (configuration not stated) | i | -22
COc1ccc(C(=O)Nc2nc3ccccc3s2)cc1OC | i | -6
COc1ccc(NC(=S)Nc2ccc(Oc3ccccc3)cc2)cc1 | i | -6
O=C(CCCN1C(=O)c2ccccc2C1=O)NCCCN1CCOCC1 | i | -16
NNC(=O)c1cc(C23CC4CC(CC(C4)C2)C3)nc2ccccc12 | i | -10
Cc1ccc(CNC(=O)C(CC(C)C)OC(=O)c2ccco2)cc1 (configuration not stated) | i | -18
COc1ccc(-n2c(CCc3ccccc3)n[nH]c2=S)cc1 | i | -9
COc1ccc([C@H]2CC(=O)C=C(c3ccc(CNC(=O)OC(C)(C)C)cc3)C2)cc1 | nt | 39
Cc1ccc(S(=O)(=O)N2CN(Cc3ccco3)c3nc4ccccc4nc32)cc1 | i | -7
CC(NC(=O)c1ccc2c(c1)S(=O)(=O)N=C1CCCCCN12)c1ccc(S(N)(=O)=O)cc1 (configuration not stated) | i | 0
O=C(NCc1cn2ccccc2n1)C1CCC(=O)N(Cc2ccccc2F)C1 (configuration not stated) | i | -21
O=C(Cc1ccccc1)N/N=C/c1cc2c(cc1Cl)OCO2 | i | -15

Already shown: an excerpt of the list.
SMILES | CHT allo act | OX1R antag
Cc1ccc(CNC(=O)C(CC(C)C)OC(=O)c2ccco2)cc1 (configuration not stated) | i | -18
COc1ccc(-n2c(CCc3ccccc3)n[nH]c2=S)cc1 | i | -9

High-throughput results deposited in PubChem BioAssay by several laboratories.
